Rin1 Abl inh = human Rin1-Abl interaction inhibition; P00519+Q13671; TR-FRET Rin1/Abl binding, biochemical; inhibition, % at 7.35 µM; hit rate 0.4% among 360,000; AID 588664; in the data active = inhibition above about 5%, passing the limit was not always enough
bovine MsrA act = activators of bovine methionine sulfoxide reductase A; hit rate 0.3% among 360,000; activation, % at 10.6 µM; purified bovine MsrA, absorbance read-out; in the data active = activation above about 7.5%;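 also: 0% = vehicle and 100% = reference activator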
SKN-1 block = inhibitors of C. elegans SKN-1. C. elegans VP596 Pgst-4::GFP/RFP ratio, acrylamide-induced, 24 h. AID 624304. hit rate 0.49% among 360,000. inhibition, % at 21.8 µM;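 active = interference check ratio from 0.5 to 1.5 plus GFP to RFP signal ratio inhibition reaching or exceeding a fixed threshold, cut at about 30% in these data, passing the limit was not always enough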; also: some compounds called inactive have numbers as strong as hits
eLon inh = E. coli protease La inhibition; P0A9M0; purified E. coli Lon protease, fluorescence polarization; inhibition, % at 7.94 µM; hit rate 0.42% among 360,000; in the data active = inhibition above about 13%, passing the limit was not always enough;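 also: 0% = enzyme with probe and DMSO and 100% = no enzyme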
Target sequence (P0A9M0 whole entry, looked up): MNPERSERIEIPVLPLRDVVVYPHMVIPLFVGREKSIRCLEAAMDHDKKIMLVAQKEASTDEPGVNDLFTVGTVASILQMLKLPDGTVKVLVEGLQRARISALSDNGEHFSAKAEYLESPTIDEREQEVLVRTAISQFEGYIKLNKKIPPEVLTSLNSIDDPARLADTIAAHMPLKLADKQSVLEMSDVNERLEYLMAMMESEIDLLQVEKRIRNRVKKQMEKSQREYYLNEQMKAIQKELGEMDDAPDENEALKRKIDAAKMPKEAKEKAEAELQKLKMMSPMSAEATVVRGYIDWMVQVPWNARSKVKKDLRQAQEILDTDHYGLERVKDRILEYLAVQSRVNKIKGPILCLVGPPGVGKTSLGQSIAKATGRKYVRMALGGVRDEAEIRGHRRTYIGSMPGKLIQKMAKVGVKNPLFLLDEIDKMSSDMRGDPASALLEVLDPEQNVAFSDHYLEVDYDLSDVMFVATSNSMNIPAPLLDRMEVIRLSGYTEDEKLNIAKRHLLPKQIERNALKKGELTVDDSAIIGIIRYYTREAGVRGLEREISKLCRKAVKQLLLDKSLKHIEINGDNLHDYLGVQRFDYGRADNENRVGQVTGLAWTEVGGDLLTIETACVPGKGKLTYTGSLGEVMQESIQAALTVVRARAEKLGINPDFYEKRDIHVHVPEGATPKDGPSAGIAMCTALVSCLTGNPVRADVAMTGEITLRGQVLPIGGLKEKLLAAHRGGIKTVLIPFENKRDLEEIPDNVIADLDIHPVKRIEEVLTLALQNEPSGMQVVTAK
Neddylation inh = inhibitors of human cullin neddylation. calls only at 25 µM. hit rate 0.58% among 360,000. TR-FRET cullin neddylation, biochemical. P61081+Q13564; in the data active = inhibition above about 36%
FAS TE block = blocks the thioesterase domain of human fatty acid synthase. recombinant FAS-TE, OMFH fluorogenic substrate, fluorescence endpoint. AID 602261. inhibition, % at 15 µM. hit rate 0.67% among 360,000. P49327;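 active = compounds whose normalised, plate-corrected inhibition of enzyme fluorescence in the single-dose primary screen is 50% or more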;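 also: 0% = DMSO with enzyme and 100% = substrate without enzyme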
NRP1-CendR mod = NRP-1/CendR interaction modulation. hit rate 0.85% among 360,000. FAM-RPARPAR peptide binding to NRP-1, fluorescence polarization. AID 602438. O14786. inhibition, % at 25 µM;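 active = inhibition or corrected inhibition above about 18%, plus a signal ratio from 0.5 to 1.5, limit read from the data, passing the limit was not always enough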; also: strong numbers were not always called active
MsrA inhibitor = bovine MsrA inhibition | purified bovine MsrA, absorbance read-out | inhibition, % at 15.5 µM | hit rate 0.75% among 360,000; in the data active = inhibition above about 4.5%;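 also: 0% = vehicle wells with enzyme and 100% = reference inhibitor wells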
MT1-MMP act inh = blocks activation of human MT1-MMP; HT1080 RFP-PRO-GFP cells, GFP/RFP ratio fluorescence, overnight; percent of plate control window, DMSO zero; P50281; hit rate 0.061% among 360,000; GFP/RFP ratio change, % at 20 µM;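 active = GFP/RFP ratio change of at least 30% with cell ATP level not reduced by more than half and red fluorescence within 50% of control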; also: strong numbers were not always called active
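Material – HT1080 RFP-PRO-GFP cells · Control set – DMSO wells and RFP-L50D-GFP cells · Incubation – overnight cell settling, then overnight compound exposure, 37 °C, 5% CO2 · Compound dosing – single-point 20 µM compound, 1% DMSO · Read-out – GFP/RFP fluorescence ratio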
Numbers without * were called inactive; i = inactive; nt = not tested or not shown; + = active, no number. An unsorted share of the library; overall some 4.2% were active at least once.

Below each SMILES: Rin1 Abl inh, bovine MsrA act, SKN-1 block, eLon inh, Neddylation inh, FAS TE block, NRP1-CendR mod, MsrA inhibitor, MT1-MMP act inh
> O=S(=O)(Nc1ccc(Br)cn1)c1cccs1
    -1, -1, 8, 4, i, -2, -9, 0.5, 0
> CN1C(=S)N(c2ccccc2)C(=O)/C1=C/c1cccs1
    -4, 5, 3, -2, i, 7, -2, -1.1, 2
> C=CCn1c(SCC(=O)c2ccc(O)c(O)c2)nnc1-c1cccc(Cl)c1
    2, -6, 4, 1, i, -4, -41, 2.0, 14
> Cc1ccc(C(=O)NC2CCCC2)s1
    -3, -4, 15, -4, i, -5, 11, 1.2, 3
> CC(C)(C)c1ccc(/C=C/C(=O)Nc2cccnc2)cc1
    0, 0, 14, 3, i, 32, 13, 0.7, 6
> CCO[C@H]1OC(C(=O)N2CCN(C)CC2)=C[C@@H](C2CC2)[C@@H]1CCCO
    1, -6, -3, 5, i, -12, 3, -1.0, 1
> O=C(Cn1c(C(=O)NCc2ccco2)cc2sccc21)c1ccccc1
    -4, -9, -2, 2, i, 10, -2, nt, 4
> CCCCOC(=O)CSc1nnc(-c2cc(OC)c(OC)c(OC)c2)o1
    4, -8, -23, -10, i, -1, 1, -1.1, 6
> C[C@H]1CCC2[C@](C)(CO)[C@@H](O)CC[C@]2(C)[C@@]12CCC(CO)(CCO)O2 (some centres not stated)
    1, -3, -7, -5, i, -3, 10, 0.4, -1
> Cc1nc(N)c(C#N)c(-c2cccnc2)c1C
    -3, -2, 11, -6, i, -7, -1, 0.7, -8
> CCCNC(=O)Cc1ccsc1
    -4, -4, -13, 6, i, -8, -21, 1.8, 0
> COc1ccccc1NC(=O)N1CCN(c2ccc(F)cc2)CC1
    -3, -3, 8, 2, i, -4, 5, 1.0, 0
> CCOc1ccc2[nH]c(=O)c(CN(CC3COCCO3)C(=O)c3ccc(C)cc3)cc2c1 (configuration not stated)
    1, -3, -4, -9, i, -6, 1, 1.6, -7
> O=C(NC1CCCC1)c1cccc(S(=O)(=O)Nc2ccccc2F)c1
    2, -9, -20, 1, i, -3, -3, 0.8, -4
> CN(CCC#N)C(=O)c1cc2c(s1)-c1ccccc1SC2
    -1, -3, 11, 1, nt, -1, -5, 2.5, 0

An excerpt from above in order of number of heavy atoms, ascending.
Below each SMILES: Rin1 Abl inh, bovine MsrA act, SKN-1 block, eLon inh, Neddylation inh, FAS TE block, NRP1-CendR mod, MsrA inhibitor, MT1-MMP act inh
> CCCNC(=O)Cc1ccsc1
    -4, -4, -13, 6, i, -8, -21, 1.8, 0
> Cc1ccc(C(=O)NC2CCCC2)s1
    -3, -4, 15, -4, i, -5, 11, 1.2, 3
> O=S(=O)(Nc1ccc(Br)cn1)c1cccs1
    -1, -1, 8, 4, i, -2, -9, 0.5, 0
> CN(CCC#N)C(=O)c1cc2c(s1)-c1ccccc1SC2
    -1, -3, 11, 1, nt, -1, -5, 2.5, 0
> COc1ccccc1NC(=O)N1CCN(c2ccc(F)cc2)CC1
    -3, -3, 8, 2, i, -4, 5, 1.0, 0
> CCO[C@H]1OC(C(=O)N2CCN(C)CC2)=C[C@@H](C2CC2)[C@@H]1CCCO
    1, -6, -3, 5, i, -12, 3, -1.0, 1
> CCCCOC(=O)CSc1nnc(-c2cc(OC)c(OC)c(OC)c2)o1
    4, -8, -23, -10, i, -1, 1, -1.1, 6
> C=CCn1c(SCC(=O)c2ccc(O)c(O)c2)nnc1-c1cccc(Cl)c1
    2, -6, 4, 1, i, -4, -41, 2.0, 14
> CCOc1ccc2[nH]c(=O)c(CN(CC3COCCO3)C(=O)c3ccc(C)cc3)cc2c1 (configuration not stated)
    1, -3, -4, -9, i, -6, 1, 1.6, -7

(list continues)
Below each SMILES: Rin1 Abl inh, bovine MsrA act, SKN-1 block, eLon inh, Neddylation inh, FAS TE block, NRP1-CendR mod, MsrA inhibitor, MT1-MMP act inh
> CCOC(=O)c1csc(NC(=O)C(C)(C)C)n1
    -3, 1, 8, 4, i, -8, -5, 0.2, -3
> O=C(NC(=S)Nc1ccccc1)c1cc([N+](=O)[O-])ccc1N1CCOCC1
    -4, -4, 1, 3, i, 58*, -11, 1.9, -4
> CCn1cc(C(=O)N(C)c2ccc(OC)cc2OC)c2cc(OC)c(OC)cc2c1=O
    0, 1, 11, 16, i, -2, 7, 0.1, -4
> Cc1ccc2nc(-c3ccccc3)c(CN3CCSCC3)n2c1
    2, -6, 7, 13, i, 4, -3, -0.9, 5
> [O-][n+]1ccccc1SCc1ccccc1
    -1, -1, -4, -4, i, -9, -2, 0.7, 3
> COc1ccc(CCNC(=O)C2CCN(S(=O)(=O)c3cccc4nsnc34)CC2)cc1OC
    -1, -1, -14, -5, i, -5, 5, 0.3, 4
> CCOC(=O)CCCNC(=O)CCCNC(=O)C(c1ccccc1)c1ccccc1
    4, -4, 2, -4, i, -6, 3, 0.1, 3
> COc1ccc([C@H]2CC(=O)C=C(c3ccc(-c4ccccc4)c(F)c3)C2)cc1OC
    0, -2, -8, -7, i, 20, -2, 1.0, 0
> O=[N+]([O-])c1cccc(-c2ncc3ccccn23)c1
    -4, -5, 8, -4, i, 2, -8, 1.5, 2
> O=C(O)Cn1nc(-c2ccccc2)c2ccccc2c1=O
    0, -2, 14, -6, i, -7, -4, -1.2, 3
> O=C(COC(=O)c1cc([N+](=O)[O-])ccc1N1CCCC1)Nc1ccccc1OC(F)F
    1, -1, -4, -1, i, 56*, -1, 1.5, 3
> CCOc1nc(OCC)nc(-n2cc(-c3ccccc3)nn2)n1
    1, 3, -1, -2, i, 3, 0, -0.5, 2
> CCCc1nnc(NC(=O)CCCN2C(=O)c3ccccc3C2=O)s1
    -1, -4, 29, -3, i, -5, 29*, -0.5, 2
> Cc1ccccc1-n1c(C)nnc1SCC(=O)N1CCc2ccccc2C1
    1, -11, -14, -2, i, -9, -4, -0.3, -3
> CCN(CC)C(=O)c1cccc(-c2ccc(OC)cc2)c1
    3, -2, 12, 5, i, -4, 1, -0.1, 1

Additional records follow.
Abbreviations – A = Rin1 Abl inh; B = bovine MsrA act; C = SKN-1 block; D = eLon inh; E = Neddylation inh; F = FAS TE block; G = NRP1-CendR mod; H = MsrA inhibitor; I = MT1-MMP act inh
> O=C(c1ccc(=O)n(Cc2ccc(Cl)c(Cl)c2)c1)N1CCOCC1
  A: 2	B: 0	C: 0	D: -12	E: i	F: -2	G: -8	H: -0.4	I: 0

> CCOC(=O)CNC(=O)N1CCc2ccc(NC(=O)c3ccccc3Cl)cc2C1
  A: 0	B: -3	C: -1	D: 0	E: i	F: -3	G: -1	H: 3.2	I: 2

> CCNC(=O)CN(c1ccc(CC)cc1)S(C)(=O)=O
  A: -2	B: -3	C: 20	D: 2	E: i	F: -7	G: 2	H: -0.4	I: 7

> CC(C)NC(=S)N(C)C1(c2ccccc2Cl)CCCCC1=O (configuration not stated)
  A: 4	B: -2	C: 11	D: -7	E: i	F: 26	G: 8	H: -0.5	I: 1

> Cc1cccc(NC(=O)Nc2nnc(N3CCCCC3C)s2)c1C (configuration not stated)
  A: 2	B: -1	C: -9	D: -3	E: i	F: -4	G: 2	H: -0.3	I: 1

> Cc1cccc(N2CCN(C(=O)c3ccc(NC(=O)C4CCCO4)cc3)CC2C)c1 (configuration not stated)
  A: 5	B: -4	C: 16	D: 0	E: i	F: -7	G: -8	H: -0.4	I: -1

> Clc1cccc(OCCn2ccnc2)c1
  A: 1	B: -2	C: 5	D: -5	E: i	F: -7	G: -3	H: -1.1	I: 2

> COC(=O)c1cc(=O)c2c([N+](=O)[O-])ccc(OC)c2o1
  A: -5	B: -2	C: 12	D: -2	E: i	F: 3	G: 3	H: 0.7	I: 3

> COc1ccc(-c2cn(-c3ccc(C)c(Cl)c3)c(=S)[nH]2)cc1OC
  A: 1	B: -8	C: -4	D: -3	E: i	F: 8	G: 2	H: -0.5	I: 4

> COCCOC(=O)C1=C(C)N(Cc2ccccc2)C(=O)NC1c1ccc(OC)cc1 (configuration not stated)
  A: 2	B: -4	C: -17	D: 5	E: i	F: 4	G: -18	H: 0.4	I: 2

> CCOC(=O)c1n[nH]n2c1nc(=O)c1ccccc12
  A: 0	B: 0	C: 30	D: -6	E: nt	F: -2	G: 4	H: 0.3	I: 1

> N#Cc1cc(Br)ccc1N=C1CCCN1c1ccccc1
  A: 0	B: -1	C: 4	D: -2	E: i	F: 14	G: 1	H: 0.4	I: 1

> CCOCCCNC(=O)c1ccccc1Br
  A: 3	B: -3	C: 2	D: -7	E: i	F: -4	G: 5	H: 0.2	I: 2

> CN(C)c1ccc(C(=S)N2CCCCC2)cc1Br
  A: -2	B: 1	C: 1	D: -13	E: i	F: 0	G: 12	H: 1.9	I: -5

> O=C(CSc1nnc(Cc2cc(=O)[nH]c(=O)[nH]2)n1-c1ccccc1)NCC1CCCO1 (configuration not stated)
  A: 4	B: 0	C: 15	D: 9	E: i	F: -10	G: 3	H: 0.6	I: 6

> CC(CC(=O)N1CCN(S(=O)(=O)c2ccccc2)CC1)n1cncn1 (configuration not stated)
  A: -2	B: -1	C: 19	D: 0	E: i	F: -5	G: -2	H: -2.0	I: 0

> Fc1ccc(NC(=S)SCc2ccc3c(c2)OCO3)cc1F
  A: 5	B: -11	C: -15	D: 12	E: i	F: 18	G: -4	H: 0.5	I: -2

> CCOC(=O)C1=C(COC(=O)CNS(=O)(=O)c2ccc(C)c(C)c2)NC(=O)NC1C (configuration not stated)
  A: 1	B: 2	C: 12	D: -10	E: i	F: -4	G: -2	H: -0.2	I: 2

> Cc1ccccc1-c1n[nH]c(=S)n1/N=C/C=C/c1ccco1
  A: 1	B: 0	C: 4	D: -2	E: +	F: -2	G: -40	H: 4.7*	I: -2

> CCc1noc(C)c1C(=O)OCC(=O)Nc1ccc(F)cc1Cl
  A: 5	B: -4	C: 10	D: -9	E: i	F: 3	G: 5	H: 0.0	I: -1

> CN(C)C1CCN(Cc2cc(COCc3ccccc3)c3cccnc3c2O)C1 (configuration not stated)
  A: 10	B: -2	C: 16	D: -4	E: i	F: -14	G: 1	H: nt	I: 1

> COCc1cc(CN(C)C(=O)c2oc3c(F)cccc3c2C)[nH]n1
  A: 1	B: 0	C: 0	D: 9	E: i	F: -6	G: 0	H: -1.0	I: 0

> CCOC(=O)c1sc(=N)n(-c2ccc(OC)cc2)c1C
  A: 2	B: -9	C: 1	D: -10	E: i	F: 7	G: 8	H: 1.4	I: 5

> CS(=O)(=O)N(CC(=O)NC1CCCCC1)c1cccc(F)c1
  A: 1	B: -2	C: 6	D: 2	E: i	F: -3	G: 8	H: -0.6	I: 0

> Cn1nc(/C=C/c2ccccc2)ccc1=O
  A: 1	B: -4	C: 22	D: -9	E: +	F: 0	G: 12	H: 1.1	I: 4

> O=C1c2ccccc2C(c2nnnn2Cc2ccccc2)N1CCc1ccc(O)cc1 (configuration not stated)
  A: nt	B: 3	C: 11	D: 2	E: i	F: -7	G: 0	H: -1.2	I: 4

> CCc1ccc(-c2cc(C)no2)cc1S(=O)(=O)N1CC(=O)Nc2ccccc21
  A: 3	B: -8	C: -6	D: -2	E: i	F: 9	G: -3	H: -1.1	I: -1

> Cc1c(C(=O)O)oc2ccc(S(=O)(=O)NCCC3=CCCCC3)cc12
  A: -2	B: -2	C: 4	D: -1	E: i	F: 3	G: 6	H: -1.0	I: -2

> O=C(CN(c1ccccc1)S(=O)(=O)c1ccccc1)NCCSCc1ccco1
  A: 1	B: -3	C: 24	D: -6	E: i	F: -8	G: 4	H: -1.1	I: 1

> Cc1sc(NC(=O)CCCC(=O)O)c(C(N)=O)c1-c1ccccc1
  A: 1	B: -5	C: 7	D: -1	E: i	F: -9	G: -2	H: 0.4	I: 1

Source: PubChem (several laboratories)
